Screening data as filed in PubChem.
All columns: NCI-60 one-dose screen, growth in % after 48 h at 10 µM unless noted; 100 = growth as untreated, 0 = no growth, -100 = all killed.
MALME-3M – MALME-3M melanoma; 78,000 tested, 5.8% active; AID 1794766
MDA-MB-435 – MDA-MB-435 melanoma; 82,000 tested, 7.8% active; AID 1794794
SK-MEL-5 – SK-MEL-5 melanoma. 80,000 tested, 6.4% active. AID 1794755
UACC-62 – UACC-62 melanoma; 81,000 tested, 5.4% active; AID 1794756
SK-MEL-28 – SK-MEL-28 melanoma; 81,000 tested, 4.1% active
SK-MEL-2 – SK-MEL-2 melanoma. 77,000 tested, 4.7% active. AID 1794763
UACC-257 – UACC-257 melanoma | 78,000 tested, 4.4% active | AID 1794764
LOX IMVI – LOX IMVI melanoma; 79,000 tested, 7.4% active; AID 1794757
* hit, by the source's call; / = no result given; & = joins results of further samples. Rule for the calls: active = growth percent below 10; inactive = the rest.

1. C#CCOc1ccc(C(Nc2ccccc2)c2nnnn2C2CCCCC2)cc1 (configuration not stated)
2. O=C1CCNC1
3. COCCNc1nc2ccccc2c2c(=O)c3ccccc3sc12
4. O=C(O)c1ccccc1-c1c2ccc(=Nc3ccccc3)cc-2oc2cc(Nc3ccc(S(=O)(=O)O)cc3)ccc12
5. CC(/C=C/c1ccc(Br)cc1)=N\OCC(=O)Nc1ccccc1
6. CCN(CC)CCN1C(=O)c2cccc3c(C#CCN4C(=O)c5cccc6cccc(c56)C4=O)ccc(c23)C1=O
7. O=C(CCCCCCN1CC(=O)N2[C@@H](c3cccs3)c3[nH]c4ccccc4c3C[C@H]2C1=O)NO
8. NC(=O)SCC(=O)Nc1cccc(NC(=O)CSC(N)=O)c1
9. O=C(/C=C\c1ccc(Cl)cc1)c1ccc(NC2=CC(=O)c3ccccc3C2=O)cc1
10. CSCCC(NC(=O)C(CCCCN)NC(=O)C(Cc1c[nH]c2ccccc12)NC(=O)C(CCCCN)NC(=O)C(CCCCN)NC(=O)C(CC(C)C)NC(=O)C(CC(C)C)NC(=O)C(CCCCN)NC(=O)C(Cc1c[nH]c2ccccc12)NC(=O)C(CC(C)C)NC(=O)C(CC(=O)O)NC(=O)C(CO)NC(=O)C(Cc1ccccc1)NC(=O)C(NC(=O)C(CCC(=O)O)NC(=O)C(CCC(N)=O)NC(=O)C(CO)NC(=O)C(CC(C)C)NC(=O)C1CCCN1C(=O)C1CCCN1)C(C)O)C(=O)NC(CCCNC(=N)N)C(=O)NC(CCCNC(=N)N)C(=O)NC(CC(N)=O)C(=O)NC(CCC(N)=O)C(=O)NC(Cc1ccccc1)C(=O)NC(Cc1c[nH]c2ccccc12)C(=O)NC(C(=O)NC(CCCCN)C(=O)NC(C(=O)NC(CCC(N)=O)C(=O)NC(CCCNC(=N)N)C(=O)NCC(=O)O)C(C)C)C(C)C (configuration not stated)

entry no.	1	2	3	4	5	6	7	8	9	10
MALME-3M	92	108	115	105	100	93	27	102	83	114
MDA-MB-435	97	104	114	100	111	102	81	97	101	109
SK-MEL-5	88	104	89	101	97	100	75	93	70	115
UACC-62	67	103	75	92	91	109	5.4*	89	80	104
SK-MEL-28	98	102	114	106	112	119	70	101	109	103
SK-MEL-2	92	109	122	117	/	104	78	94	100	120
UACC-257	86	96	110	103	101	109	67	89	97	109
LOX IMVI	88	113	79	91	96	91	68	94	67	96

11. COc1cc(/C=C/C(=O)/C=C/c2cc3ccc(Cl)cc3n(Cc3ccccc3)c2=O)ccc1O
12. Cc1ccc(C(=O)Nc2cccc(C(=O)NC(=S)Nc3ccc(S(N)(=O)=O)cc3)c2)cc1
13. O=C(/C=C/c1ccc(Oc2ccc(Br)cc2)cc1)c1ccc(Br)cc1
14. O=C(NCc1ccc2c(c1)OCO2)c1cccc(-c2ccncc2)c1
15. COc1ccc(/C(C)=N/N=C2C(=O)N(Cc3ccccc3)c3ccc(Br)cc32)cc1S(N)(=O)=O
16. CCCCCN1C=C/C(=C\C(=O)N(Cc2ccccc2)c2ccc(OC)cc2)c2ccccc21
17. CC(=O)N1c2ccccc2Sc2ccc3ccccc3c21
18. CCOC(=O)c1ccc(Nc2cc(N)nc(N)n2)cc1
19. COc1ccc2c(c1)C(=O)/C(=C/c1cccnc1OC)CC2
20. CCCCCN(C(=O)CCl)c1ccccc1

entry no.	11	12	13	14	15	16	17	18	19	20
MALME-3M	4.8*	60	98	97	93	89	108	104	92	101
MDA-MB-435	-19*	73	93	105	93	89	101	99	98	107
SK-MEL-5	-80*	50	102	89	76	83	99	105	83	84
UACC-62	-56*	69	91	90	64	83	97	89	77	97
SK-MEL-28	3.5*	80	105	116	90	103	112	105	100	117
SK-MEL-2	-13*	83	97	106	91	99	/	95	97	112
UACC-257	-14*	79	98	101	83	97	108	102	90	98
LOX IMVI	-90*	79	96	91	66	85	97	97	95	93

21. CC[C@H](C)[C@H]1NC(=O)[C@@H]([C@H](O)C(C)C)NC(=O)[C@@H](C)N(C)C(=O)[C@H](C)N(C)C(=O)[C@H](CC(C)C)NC(=O)[C@H](CC(C)C)N(C)C(=O)[C@H](C)N(C)C1=O
22. NC(CC(=O)NO)C(=O)O (configuration not stated)
23. COc1ccccc1/C=C/C(=O)Nc1ccc(F)cc1
24. CC(=O)O[C@H]1CC[C@]2(C)C34OC3C[C@]3(C)[C@@H](C(C)=O)CC[C@H]3[C@]43C=C[C@@]2(C1)C1C(=O)OC(=O)C13 (some centres not stated)
25. COc1cc(/C=C2/Oc3cc4occc4c(OC)c3C2=O)ccc1OCC(=O)Nc1ccccc1
26. COC(=O)c1ccccc1NN=Nc1ccccc1[N+](=O)[O-]
27. COc1ccc(C(c2ccccc2)c2ccc(OC)cc2)cc1
28. CSc1ccc(/C(=N/NC(N)=S)c2ccccc2)cc1
29. O=C1CC(c2ccc(O)cc2)Oc2cc(O)cc(O)c21 (configuration not stated)
30. O=C(O)c1cn(C2CC2)c2cc(N3CCN(Cc4ccc5ccccc5c4O)CC3)c(F)cc2c1=O

entry no.	21	22	23	24	25	26	27	28	29	30
MALME-3M	3.7*	91	96	94	108	111&87	100	94	138&122	14
MDA-MB-435	5.2*	101	94	95	20	112	94	101	114&99	34
SK-MEL-5	-12*	93	95	101	79	100&92	101	99	121&105	62
UACC-62	-3.8*	89	90	101	69	100&87	100	92	104&101	39
SK-MEL-28	-9.1*	99	108	113	98	111&104	96	101	112&104	39
SK-MEL-2	-27*	116	99	114	79	111&105	90	104	107	76
UACC-257	/	101	99	99	88	103&99	102	98	93&97	39
LOX IMVI	-1.4*	102	100	96	88	100&99	96	96	106&100	40

One compound at a time, from the list above. Screens in order: MALME-3M	MDA-MB-435	SK-MEL-5	UACC-62	SK-MEL-28	SK-MEL-2	UACC-257	LOX IMVI
CC[C@H](C)[C@H]1NC(=O)[C@@H]([C@H](O)C(C)C)NC(=O)[C@@H](C)N(C)C(=O)[C@H](C)N(C)C(=O)[C@H](CC(C)C)NC(=O)[C@H](CC(C)C)N(C)C(=O)[C@H](C)N(C)C1=O across the screens: 3.7*	5.2*	-12*	-3.8*	-9.1*	-27*	/	-1.4*
O=C(O)c1cn(C2CC2)c2cc(N3CCN(Cc4ccc5ccccc5c4O)CC3)c(F)cc2c1=O across the screens: 14	34	62	39	39	76	39	40
O=C1CCNC1 across the screens: 108	104	104	103	102	109	96	113

Next part
31. CCN(CC)CCNC(=O)n1cc(-c2ccncc2)c(-c2cc(Cl)cc(OC)c2)n1
32. CSc1nc2c(c(=O)[nH]1)N=C1c3ccccc3C(=O)C1C(c1ccc(F)cc1)N2 (configuration not stated)
33. CCOc1ccc(N2C(=O)S/C(=C3/SC(=O)N(c4ccc(OCC)cc4)C3=O)C2=O)cc1
34. C=CCn1c(SCC(=O)Nc2ccc(C(=O)/C=C/c3cc4cc(OC)ccc4nc3Cl)cc2)nnc1-c1ccc(Cl)c(Cl)c1
35. CCC(Br)C(Br)CC(Br)C(Br)CC(Br)C(Br)CCCCCCCC(=O)O (configuration not stated)
36. CCS(=O)(=O)CCn1c([N+](=O)[O-])cnc1C
37. O=C1Nc2ccccc2Cc2ccccc21
38. O=S(CC(O)(c1ccccc1)c1ccccc1)CC(O)(c1ccccc1)c1ccccc1
39. O=[N+]([O-])c1nccn1CC(O)CO (configuration not stated)
40. COc1ccc2oc(=O)cc(CN3C(=O)S/C(=C\c4ccc(Cl)cc4)C3=O)c2c1

entry no.	31	32	33	34	35	36	37	38	39	40
MALME-3M	111	56	86	94	86	94	97	117	96	/
MDA-MB-435	83	-2.4*	101	100	111	108	110	102	104	105
SK-MEL-5	85	40	96	90	108	104	103	98	115	101
UACC-62	70	43	92	82	104	109	116	77	94	83
SK-MEL-28	91	83	100	102	104	115	113	98	128	101
SK-MEL-2	92	72	97	94	127	109	112	109	103	106
UACC-257	89	79	87	76	102	95	105	102	117	103
LOX IMVI	79	62	92	94	105	106	103	95	100	95

41. Cn1cc(-c2cc3ncnc(Nc4ccc(CC(=O)Nc5cc(C(C)(C)C)on5)cc4)c3s2)cn1
42. O=[N+]([O-])c1cccc(C2c3sc4ccc(Cl)cc4c3Nc3nncn32)c1 (configuration not stated)
43. C=C(C)[C@@H]1C[C@H](O)Cc2c(C)cc(C)cc2N1
44. CCOC(=O)C1=C(N)N(c2ccc(C)cc2)C2=C(C(=O)CC(C)(C)C2)C1c1ccc([N+](=O)[O-])cc1 (configuration not stated)
45. COc1cc(N)ccc1C#N
46. COc1cc2c(cc1O)[C@H]1[C@H](c3ccccc3Cl)OC(=O)N1CC2
47. O=C(Nc1ccc(Oc2cccc(Cl)c2)c(Cl)c1)c1cccnc1
48. O=[N+]([O-])c1c(O)c(Cl)cc(Cl)c1Cl
49. CCCCNC(=O)N/C=C(/C#N)C(=O)O
50. CCCCn1c(=O)[nH]c(N)c([C@@H]2c3c([nH]c(=O)n(CCCC)c3=O)Oc3ccc4ccccc4c32)c1=O

entry no.	41	42	43	44	45	46	47	48	49	50
MALME-3M	43	103	120	110	105	107	50	97	93	39
MDA-MB-435	41	117	102	101	92	103	-44*	114	90	6.0*
SK-MEL-5	52	94	101	100	95	90	15	98	99	67
UACC-62	30	96	101	87	96	87	38	100	107	80
SK-MEL-28	44	118	115	100	111	118	64	109	99	44
SK-MEL-2	14	104	/	103	92	89	44	113	114	89
UACC-257	59	103	104	105	91	88	64	108	/	93
LOX IMVI	26	93	103	98	98	100	52	94	97	-76*

51. COc1ccc(C2OC(N)=C(O)C2=O)cc1OC (configuration not stated)
52. CCN1CCN(C2=NC(=O)/C(=C/c3ccc(Br)cc3F)S2)CC1
53. Cc1c(NC=O)c(=O)n(-c2ccccc2)n1C
54. O=C1OC(N(Cc2ccccc2)Cc2ccccc2)c2ccccc21 (configuration not stated)
55. CCC(=C(c1ccc(OCCN2CCCCCC2)cc1)c1ccc(OCCN2CCCCCC2)cc1)c1ccc(Cl)cc1
56. Cc1ccc(C(=O)NCCNc2nccc(-n3ccc4cccnc43)n2)cc1
57. O=C(CNc1c(Cl)cccc1Cl)Nc1ccccn1
58. O=C1CC(N2C(=O)/C(=C/c3cccnc3)SC2=S)C(=O)N1c1ccc(Cl)cc1 (configuration not stated)
59. Clc1ccc(/C=N/N=C(N/N=C/c2ccc(Cl)cc2Cl)N/N=C/c2ccc(Cl)cc2Cl)c(Cl)c1
60. CCCCOc1ccc(CCC(=O)O)cc1OCCCC

entry no.	51	52	53	54	55	56	57	58	59	60
MALME-3M	96	100	84	92	-55*	117	93	98	97	103
MDA-MB-435	110	88	101	112	-86*	103	107	102	103	104
SK-MEL-5	102	94	102	112	21	103	99	91	/	97
UACC-62	94	78	99	102	-35*	105	95	89	98	/
SK-MEL-28	105	95	104	109	-82*	103	107	102	98	107
SK-MEL-2	117	95	113	91	-30*	111	114	97	128	103
UACC-257	106	91	100	106	-56*	113	111	92	102	/
LOX IMVI	102	69	101	98	-90*	104	95	91	90	95

61. COc1cc2c(cc1OC)C1(NCC2)C(=O)NC2C=CC(Cl)=CC21 (configuration not stated)
62. CC(=O)c1c(C)c(C)c(C(C)=O)c(C)c1C
63. CCSc1nc(-c2cnccn2)cc(-c2cccs2)c1C#N
64. Cc1ccc2c(c1)=C/C(=C\N(O)c1ccccc1)C(=O)N=2
65. Cc1ccc(-n2cc3c(-c4cc5c(ccc6ccccc65)oc4=O)n[nH]c(=O)c3n2)cc1
66. CCCCCCCCC/C=N\NC(N)=O
67. Oc1ccc2cn[nH]c2c1

entry no.	61	62	63	64	65	66	67
MALME-3M	103	107	102	99	/	94	92
MDA-MB-435	101	98	97	98	109	93	99
SK-MEL-5	92	106	96	100	93	102	110
UACC-62	91	100	77	88	77	104	92
SK-MEL-28	109	106	100	106	108	123	119
SK-MEL-2	103	125	107	100	100	93	121
UACC-257	98	104	112	99	105	92	92
LOX IMVI	89	100	79	94	72	95	95
